PfG6PD inh: PfG6PD (Plasmodium falciparum) enzyme inhibition; PfGluPho enzyme, NADPH resazurin-diaphorase fluorescence; inhibition, % at 20 µM; actives 0.78% (n = 350,000); AID 504690;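 active means inhibition reaching at least a set limit at 20 µM in the primary screen, cut at about 59% in these data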;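 further: 0% = DMSO wells with substrate and 100% = DMSO wells lacking glucose-6-phosphate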
ATG4B inh: blocks human ATG4B protease cleavage of LC3 substrate; ATG4B cleavage of LC3-PLA2, NBD-HPC fluorescence, 1 h; inhibition, % at 8.33 µM; actives 0.51% (n = 340,000); AID 504462; in the data active means inhibition above about 40%
Target sequence (Q9Y4P1 whole entry, looked up): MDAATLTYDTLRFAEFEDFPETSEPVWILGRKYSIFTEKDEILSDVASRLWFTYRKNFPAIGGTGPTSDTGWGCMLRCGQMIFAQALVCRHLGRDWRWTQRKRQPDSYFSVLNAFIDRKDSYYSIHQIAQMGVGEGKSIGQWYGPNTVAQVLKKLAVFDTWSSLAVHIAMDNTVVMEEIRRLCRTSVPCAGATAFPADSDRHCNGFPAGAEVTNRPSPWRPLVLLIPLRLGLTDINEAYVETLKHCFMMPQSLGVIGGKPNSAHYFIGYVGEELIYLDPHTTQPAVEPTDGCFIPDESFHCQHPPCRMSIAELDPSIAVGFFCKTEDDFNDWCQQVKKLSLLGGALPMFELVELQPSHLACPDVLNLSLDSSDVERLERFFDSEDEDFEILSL
mIAP block: mouse IAP inhibition. purified mouse IAP, CDP-Star luminescence, 30 min. actives 0.2% (n = 330,000). inhibition, % at 10 µM. AID 2806;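 active means inhibition of at least 40% at 10 µM in the primary screen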;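 further: plate controls were DMSO with enzyme for no effect and no enzyme wells for full effect; values of inactives mirror those of a sister screen read the other way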
hIAP act: human IAP activation | P09923 | purified human IAP, CDP-Star luminescence, 30 min; hits give high values; 1 = vehicle-only enzyme, 0 = enzyme-free background | activation factor at 10 µM | actives 0.16% (n = 330,000);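 active means activation factor of the enzyme at least 2-fold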; further: the source names both 10 and 20 µM as test concentration; values of inactives mirror those of a sister screen read the other way
Target sequence (P09923 whole entry, looked up): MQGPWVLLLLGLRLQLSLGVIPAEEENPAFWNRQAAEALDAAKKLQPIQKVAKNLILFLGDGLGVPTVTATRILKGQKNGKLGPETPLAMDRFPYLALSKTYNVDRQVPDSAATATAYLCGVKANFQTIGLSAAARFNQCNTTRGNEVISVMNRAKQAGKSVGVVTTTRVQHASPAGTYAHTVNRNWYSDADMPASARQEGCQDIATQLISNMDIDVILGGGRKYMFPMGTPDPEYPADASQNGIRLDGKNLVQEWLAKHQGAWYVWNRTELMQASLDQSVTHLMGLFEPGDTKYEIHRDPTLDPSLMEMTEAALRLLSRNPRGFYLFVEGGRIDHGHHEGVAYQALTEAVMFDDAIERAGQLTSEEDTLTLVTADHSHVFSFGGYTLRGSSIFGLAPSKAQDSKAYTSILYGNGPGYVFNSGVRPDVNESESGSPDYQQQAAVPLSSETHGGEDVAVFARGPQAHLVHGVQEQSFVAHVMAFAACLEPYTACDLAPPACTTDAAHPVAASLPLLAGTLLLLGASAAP
mIAP activ: mouse IAP activation; muIAP, CDP-Star luminescence, 30 min; hits give high values; 1 = vehicle-only enzyme signal, 0 = enzyme-free wells; activation factor at 10 µM; actives 0.24% (n = 330,000); AID 2805;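 active means activation factor of at least 2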; further: the source names both 10 and 20 µM as test concentration; values of inactives mirror those of a sister screen read the other way
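System: mouse IAP enzyme. Reagent: CDP-Star chemiluminescent phosphatase substrate. Benchmarks: DMSO wells, no-enzyme wells. Times: 30 min enzyme-substrate-compound incubation at room temperature. Detection: luminescence from enzymatic CDP-Star hydrolysis. Doses: test compounds delivered from DMSO solution.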
hIAP block: blocks human intestinal alkaline phosphatase | P09923 | purified IAP, CDP-Star luminescence, 30 min | inhibition, % at 10 µM | actives 0.12% (n = 330,000) | AID 2544;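 active means inhibition reaching a set limit with compound at 10 µM in the primary screen, cut at about 35% in these data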;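 further: plate controls were DMSO wells with enzyme for no effect and no-enzyme buffer wells for full effect; values of inactives mirror those of a sister screen read the other way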
HKDC1 inhibitor: inhibitors of human hexokinase HKDC1 | recombinant HKDC1, G6PDH/diaphorase resazurin coupled fluorescence | inhibition, % at 20 µM | actives 0.16% (n = 340,000);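 active means inhibition above about 35% when tested at 20 µM, limit read from the data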;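 further: plate controls were DMSO wells with enzyme for no effect and DMSO wells lacking enzyme for full effect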
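Assay system – recombinant HKDC1 (HK5) hexokinase enzyme, produced in-house · Input – HKDC1 at 5 µg/mL · Reagent – glucose plus 1 mM ATP as hexokinase substrates · Timing – 90 min reaction incubation at room temperature, dark · Measured by – G6PDH/diaphorase-coupled fluorescence, 1 mM NADP, 100 µM resazurin, 525/613 nm · Benchmarks – DMSO-enzyme wells negative, buffer-substituted wells positive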
A3A deaminase: human APOBEC3A DNA deaminase inhibition | recombinant A3A, FAM/TAMRA ssDNA deamination fluorescence | inhibition, % at 20 µM | actives 0.41% (n = 330,000) | AID 493011;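 active means at least 40% inhibition at 20 µM here, with at most 30% in a related deaminase screen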;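 further: plate controls were A3A with DMSO for no effect and wells lacking A3A enzyme for full effect; some results filed as inactive read as strong as hits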
* = called active by the depositor; nt = no result given; & = joins results of further samples. Hits appear at their usual frequency; any-hit rate near 2.4%.

SMILES	PfG6PD inh	ATG4B inh	mIAP block	hIAP act	mIAP activ	hIAP block	HKDC1 inhibitor	A3A deaminase
O=C(NCc1ccco1)c1ccc(NS(=O)(=O)c2cccc(F)c2)cc1	-10	0	9	1.1	0.91	-5	-3	-2
Cc1ccc2nc(-c3ccc(NC(=S)NC4CC(C)(C)NC(C)(C)C4)cc3)sc2c1	93*	14	-3	1.1	1	-7	-5	-2
Cn1nc(-c2ccccc2)cc1NC(=O)Nc1ccc(C(C)(C)C)cc1	31	-11	-28	0.84	1.3	16	1	0
Cc1cc(=O)[nH]c2c1c(C)nn2C1CCCCC1	1	-8	-4	1.5	1	-53	2	-3
Cc1c(Cl)cccc1NC(=O)CSc1ncnc2c1cnn2CCO	-10	3	4	0.97	0.96	3	-5	-1
OCCN(Cc1ccccc1)C(=S)Nc1ccc(Cl)cc1Cl	2	11	2	0.81	0.97	19	6	-3
CCN(C[C@H]1N[C@@](C)(C(=O)OC)[C@H]2C(=O)N(Cc3ccccc3)C(=O)[C@@H]12)C(=O)Nc1ccc(C)cc1	-14	-2	11	0.98	0.89	2	-1	-2
CCCN1C=CC(=C2C(=O)c3ccccc3C2=O)C=C1	7	-5	-6	0.92	1.1	8	5	-3
Cc1onc(C(=O)NCc2ccc(F)cc2)c1[N+](=O)[O-]	-2	2	-6	0.81	1.1	18	7	-3
Cc1cccnc1Nc1nc(-c2ccc(O)c(O)c2)cs1	40	1	54*	0.92	0.46	8	6	-3
O=C(COC(=O)Cc1ccccc1F)NNC(=O)c1ccc([N+](=O)[O-])cc1	-5	-5	10	0.97	0.9	2	0	0
COc1ccc(-c2csc(C)n2)cc1Br	3	-3	-8	1.1	1.1	-10	-3	-8

Reprinted at random: 2 compounds from above, in no set order.
SMILES	PfG6PD inh	ATG4B inh	mIAP block	hIAP act	mIAP activ	hIAP block	HKDC1 inhibitor	A3A deaminase
Cc1cccnc1Nc1nc(-c2ccc(O)c(O)c2)cs1	40	1	54*	0.92	0.46	8	6	-3
Cn1nc(-c2ccccc2)cc1NC(=O)Nc1ccc(C(C)(C)C)cc1	31	-11	-28	0.84	1.3	16	1	0

Next part
SMILES	PfG6PD inh	ATG4B inh	mIAP block	hIAP act	mIAP activ	hIAP block	HKDC1 inhibitor	A3A deaminase
Cc1ccc2[nH]cc(C(=O)CN3CCC4(CC3)OCCO4)c2c1	3	-14	13	1.1	0.87	-6	-3	-2
O=C(Nc1ncccn1)c1ccc([N+](=O)[O-])cc1	11	-7	6	0.93	0.94	7	-6	3
CCOC(=O)CNC(=O)/C=C/c1c(Cl)cccc1Cl	19	0	-9	0.97	1.1	3	-6	3
CN1CCN(c2nc(-c3ccccc3)nc(-c3ccc(F)cc3)c2C#N)CC1	16	-3	11	0.75	0.89	25	-1	-4
COc1cccc(C(=O)NCC(=O)n2nc(C)cc2C)c1	-1	6	3	1.1	0.97	-7	-7	2
Cn1c(Cn2c(=O)sc3ccccc32)nnc1SCC(=O)N1CCCc2ccccc21	41	-1	-3	1	1	0	-7	1
Cc1nn(-c2ccccc2)c(C)c1NC(=O)COC(=O)c1ccc(NC(=O)CC#N)cc1	1	-3	-7	0.93	1.1	7	-4	-1
COc1ccc(C(=O)NC(=S)NCC2CCCO2)cc1 (configuration not stated)	-1	-2	2	0.96	0.98	4	-12	-3
CSC1=C(C#N)C(c2sccc2C)CC(=O)N1 (configuration not stated)	-3	0	-1	1.1	1	-6	-3	1
CCOC(=O)N1CCN(CC(=O)Nc2ccccc2C(=O)Nc2ccccc2)CC1	-2	-2	-18	1.2	1.2	-18	-3	0
CC(C)c1ccc(OCC(O)Cn2cnc3ccccc32)cc1 (configuration not stated)	-3	3	8	1	0.92	-3	-5	3
O=C(CCCN1C(=O)CCC1=O)Nc1ccc(Br)cc1F	0	1	-2	0.91	1	9	-12	7

Shown as a hit in PfG6PD inh, of those listed so far:
SMILES	PfG6PD inh	ATG4B inh	mIAP block	hIAP act	mIAP activ	hIAP block	HKDC1 inhibitor	A3A deaminase
Cc1ccc2nc(-c3ccc(NC(=S)NC4CC(C)(C)NC(C)(C)C4)cc3)sc2c1	93*	14	-3	1.1	1	-7	-5	-2

The list continues.
SMILES	PfG6PD inh	ATG4B inh	mIAP block	hIAP act	mIAP activ	hIAP block	HKDC1 inhibitor	A3A deaminase
O=c1oc2ccccc2c(O)c1Cc1cc(Cl)c2cccnc2c1O	-4	30	14	0.91	0.85	9	1	-5
COc1ccc2[nH]c(=O)c(CN(CCc3ccccc3)Cc3nnnn3CC3CCCO3)cc2c1 (configuration not stated)	12	1	1	1	0.99	-3	0	2
COc1ccc(C(=O)Nc2cc(OC)cc(OC)c2)cc1	25	-7	-3	0.98	1	2	-1	-4
Cc1ccc(S(=O)(=O)NCC(=O)OCCOc2cccc(Cl)c2)cc1	20	-9	3	0.88	0.97	12	9	0
COc1ccc(N2CCN(C(=O)c3ccc(-n4nc(C)cc4C)cc3)CC2)cc1	8	-1	3	0.92	0.97	8	-1	-2
Cc1ccc2c(C)c(C(=O)NCc3ccc(S(N)(=O)=O)cc3)oc2c1	0	-16	6	0.93	0.94	7	-11	0
CCN(CC)S(=O)(=O)c1cccc(C(=O)OCC(=O)Nc2ccc3c(c2)c2ccccc2n3CC)c1	6	1	1	1	0.99	0	0	7
CCN(CC)C(=O)[C@H]1C[C@H](CC(=O)NCCC2=CCCCC2)C(=O)N2CCc3c([nH]c4cc(CCC(=O)N(C)C)ccc34)[C@]12C	-1	-12	-14	nt	1.1	nt	9	3
CCCCNc1ccc2oc(-c3ccc(OC)cc3)c(-c3ccc(OC)c(F)c3)c2c1	3	3	6	0.96	0.94	4	0	-2
C=CCOc1ccccc1CNCc1ccc(F)cc1	-11	-8	-7	0.95	1.1	5	-12	5
Cc1cc(Cl)ccc1NC(=O)C1CCN(S(C)(=O)=O)CC1	-2	-5	-3	0.87	1	13	-5	5
Cc1ccc(S(=O)(=O)N2CCN(C(=O)CCc3c[nH]c4ccccc34)CC2)cc1	-5	-14	8	0.84	0.92	16	-3	-1
COCCNC(=O)C(Cc1c[nH]c2ccccc12)NC(=O)OCc1ccccc1 (configuration not stated)	-8	1	17	1.2	0.83	-16	1	-15
CCSc1ncnc2sc3c(c12)CCC3	1	28	11	1.1	0.89	-6	18	-3
O=C(NNC(=O)c1cc(Cl)ccc1O)c1ccc(NS(=O)(=O)c2cccs2)cc1	-51	2	27	1.7	0.73	-71	-8	-4
Cc1cnc(NC(=O)CCN2C(=O)C3CCCCC3C2=O)s1 (configuration not stated)	15	5	-3	0.97	1	3	-10	4
CCOc1ccc2oc(C(=O)OC(C(=O)NC(N)=O)C(C)C)c(C)c2c1 (configuration not stated)	-1	2	-3	1	1	-2	-3	14
CCOC(=O)C1=C(C)NC(C)=C(C(=O)OCC)C1C(=O)OC1CCOC1=O (configuration not stated)	-7&-10	-1&-4	2	0.94	0.98	6	-1&-10	0
Cc1c(C(=O)N2CCN(CCc3ccccn3)CC2)oc2ccc(Cl)cc12	-12	3	-2	1.1	1	-6	-4	-4
COc1ccc(CC(=O)n2nc(-c3cccnc3)nc2N)cc1	-10	-1	6	0.91	0.94	9	4	-6
C=C1C(=O)C=C[C@]2(C)C[C@@H]3OC(=O)[C@](C)(O)[C@H]3C[C@@H]12	8	-6	2	0.88	0.98	12	0	0
CCCNC(=O)NNC(=O)c1ccc(F)cc1	-4	1	-1	1	1	-5	-9	1
CCN(CC(=O)Nc1c(F)cccc1F)C(=O)c1ccc(N2C(=O)c3ccccc3C2=O)cc1	-1	2	6	1	0.94	-5	3	-2
O=C(Nc1ccccc1-c1ccccc1)NC1CCN(C(=O)N2CCOCC2)CC1	10	-3	0	0.93	1	7	-4	1

Full records as entered above. Order of screens: PfG6PD inh | ATG4B inh | mIAP block | hIAP act | mIAP activ | hIAP block | HKDC1 inhibitor | A3A deaminase
Cc1ccc2[nH]cc(C(=O)CN3CCC4(CC3)OCCO4)c2c1 across the screens: 3 | -14 | 13 | 1.1 | 0.87 | -6 | -3 | -2
COc1ccc(N2CCN(C(=O)c3ccc(-n4nc(C)cc4C)cc3)CC2)cc1 across the screens: 8 | -1 | 3 | 0.92 | 0.97 | 8 | -1 | -2
COc1ccc(C(=O)Nc2cc(OC)cc(OC)c2)cc1 across the screens: 25 | -7 | -3 | 0.98 | 1 | 2 | -1 | -4
COc1ccc(CC(=O)n2nc(-c3cccnc3)nc2N)cc1 across the screens: -10 | -1 | 6 | 0.91 | 0.94 | 9 | 4 | -6
CN1CCN(c2nc(-c3ccccc3)nc(-c3ccc(F)cc3)c2C#N)CC1 across the screens: 16 | -3 | 11 | 0.75 | 0.89 | 25 | -1 | -4

Next records:
SMILES	PfG6PD inh	ATG4B inh	mIAP block	hIAP act	mIAP activ	hIAP block	HKDC1 inhibitor	A3A deaminase
CCOc1ccccc1NC(=O)CN(c1ccc(OC)cc1)S(=O)(=O)c1c(C)[nH]c(=O)[nH]c1=O	4	-9	-3	1.3	1	-26	-2	-4
CCCCCCC[C@H](N)[C@H](O)C(=O)N(C)[C@@H](CCS(C)=O)C(=O)N[C@@H](Cc1ccc(O)cc1)C(=O)N[C@@H](Cc1ccc(O)cc1)C(=O)O (some centres not stated)	-5	2	-14	1	1.1	-4	2	-2
CCCCn1c(=O)[nH]c(=O)c2c1nc(-c1cc(Br)ccc1OC)n2C	6	1	5	1.1	0.95	-9	2	-2
CCOc1ccc(S(=O)(=O)N2CCCC(C(=O)N3CCOCC3)C2)cc1C (configuration not stated)	8	-5	2	0.91	0.98	9	-6	-3
CCc1ccc(CNCc2cccs2)cc1	3	-1	5	0.95	0.95	5	-2	8
Cn1c(C(=O)N2CCN(c3ccc(F)cc3)CC2)cc2ccccc21	4	-8	-2	1.1	1	-13	4	-2
O=C(CCl)Nc1cn(-c2ccccc2)nc1-c1ccccc1	-5	-4	-34	1.1	1.3	-8	2	1
CC(NC(=O)C(=O)c1cn(CC(=O)N2CCOCC2)c2ccccc12)c1ccccc1 (configuration not stated)	-6	2	0	1.1	1	-10	-4	2
COC(=O)c1c(NC(=O)CSc2ncnc3ccccc23)sc(C)c1C	21	-9	11	0.94	0.89	6	-5	2
Cc1nnc(NC(=O)CSc2nnc(C(C)NC(=O)c3ccccc3F)n2C)s1 (configuration not stated)	-8	6	1	0.91	0.99	9	2	-3
Cc1ccc(CSc2ccc3nnc(-c4ccccn4)n3n2)cc1	3	-5	3	1	0.97	-4	-1	0
COc1ccc(S(=O)(=O)NC(C)C(=O)Nc2ccc3c(c2)OCCO3)cc1OC (configuration not stated)	-12	-5	6	0.89	0.94	11	-4	-2

Source: PubChem BioAssay (Sanford-Burnham Center for Chemical Genomics)
